ABCB6 inh MLPCN – human ABCB6 transporter inhibition | Q9NP58 | K562-ABCB6 porphyrin accumulation, flow cytometry, 1 h; hits give low values | fluorescence ratio to DMSO, % at 10 µM | 0.19% of 360,000 active;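 active = fluorescence ratio to DMSO below 75%, the collection mean minus 3 SD; inconclusive = too few cells collected in the well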;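 note: signal is porphyrin accumulated inside mitochondria; 100% equals median channel fluorescence of DMSO control wells; lower ratio means ABCB6 inhibition with less porphyrin fluorescence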
N-glyco inh – N-linked glycosylation inhibition; D54 ERlucT glycosylation luciferase reporter, 24 h; percent of 100 nM tunicamycin response; reporter increase, % at 12.5 µM; 0.23% of 360,000 active; AID 588692;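 active = mean luciferase reporter signal, scaled so untreated is 0 and the glycosylation-blocking control 100, at or above a set limit in every replicate; inconclusive = mean reaches the limit but not every replicate does; inactive = mean below the limit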;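 note: luciferase carries N-glycosylation sites so blocking glycosylation raises the light; 0% = median of neutral control wells and 100% = median of 100 nM tunicamycin wells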
Vif inh – inhibitors of HIV Vif; AID 602346; 0.35% of 340,000 active; HEK293T cells, Vif self-association by quenched fluorescence, imaging, 24 h; inhibition, % at 7.49 µM; in the data active = inhibition above about 50%, passing the limit was not always enough; inconclusive = no clear call, values can overlap the other calls; inactive = below about 31%; note: some results filed as inactive read as strong as hits
Cardio protect – protects H9c2 cardiomyocytes from peroxide injury; H2O2 injury protection, ATPLite, 2 h; protection from H2O2 cell death, % at 20 µM; 0.63% of 360,000 active;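 active = compounds giving at least 50% protection of heart cells from peroxide-induced death in the single-dose screen, raw or plate-pattern-corrected value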;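 note: 0% = DMSO wells with peroxide and 100% = DMSO wells without peroxide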
CaV13 FRET inh – Disruptors of the CACNA1D IQ motif to Ca2+-dependent inactivation inhibitor domain association, primary screening, Förster resonance energy transfer in intact living …; HEK cells, CFP/YFP FRET ICDI-IQ, plate reader, 10 min; percent FRET-ratio fall versus neutral wells; AID 743397; 0.098% of 340,000 active; inhibition, % at 12.3 µM;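 active = mean replicate inhibition of at least 30% and at least 1% of replicates passing that level; inconclusive = only one of the two criteria is met; inactive = neither criterion is met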;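 note: 0% = median of the neutral control wells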
iPSC survival up – increases survival of single human iPS cells. AID 602274. survival enhancement, % at 20 µM. 0.044% of 360,000 active. hiPSC single-cell survival, ATPlite luminescence; 100% = ROCK inhibitor wells, 0% = DMSO; in the data active = survival enhancement above about 18%;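 note: cells exposed to compounds for 16 hours before the ATP read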
aDG glyco up – increases alpha dystroglycan glycosylation. Pro5-aDG cells, alpha-DG glycosylation AlphaScreen (IIH6); 0% Pro5, 100% B10-LARGE cell signal. activation, % at 10 µM. 0.22% of 360,000 active. AID 624168;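 active = activation of at least 8% versus controls, or a plate z-score of at least 8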;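 note: Pro5 are CHO cells carrying HIG-tagged alpha-DG that lacks glycosylation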
m5-HT2A agonist – activates the mouse 5-HT2A serotonin receptor; P35363; CHO-K1 mHTR2A beta-arrestin complementation, luminescence; percent of 30 µM serotonin response; activation, % at 7.6 µM; 0.66% of 360,000 active; AID 624169;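 active = activation above a run cutoff, the mean activation of all tested compounds plus 3 SD, cut at about 14% in these data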;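 note: 0% = plate median of compound wells and 100% = 30 µM serotonin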
Target sequence (P35363 whole entry, looked up): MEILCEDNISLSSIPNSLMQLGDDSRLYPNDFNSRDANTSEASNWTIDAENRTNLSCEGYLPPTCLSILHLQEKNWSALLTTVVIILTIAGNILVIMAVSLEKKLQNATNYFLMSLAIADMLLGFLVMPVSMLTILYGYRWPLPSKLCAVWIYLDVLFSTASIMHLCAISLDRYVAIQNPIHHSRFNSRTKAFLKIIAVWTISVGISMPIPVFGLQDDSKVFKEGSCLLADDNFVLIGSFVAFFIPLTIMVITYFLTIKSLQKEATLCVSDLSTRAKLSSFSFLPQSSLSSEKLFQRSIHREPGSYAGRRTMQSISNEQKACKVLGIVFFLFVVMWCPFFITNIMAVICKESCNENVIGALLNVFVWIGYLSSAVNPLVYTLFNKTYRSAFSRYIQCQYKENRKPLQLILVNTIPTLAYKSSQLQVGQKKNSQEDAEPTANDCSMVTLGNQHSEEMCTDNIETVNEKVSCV
PDI inh – blocks human protein disulfide isomerase activity; PDI insulin aggregation turbidity, A650, 90 min; inhibition, % at 10 µM; 0.052% of 350,000 active; P07237;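 active = mean inhibition across replicates of 30% or more, whatever share of single replicates reach that level; inconclusive = mean inhibition below 30% while every single replicate reaches 30%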;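 note: absorbance from insulin aggregation driven by PDI reduction with DTT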
Target sequence (P07237 whole entry, looked up): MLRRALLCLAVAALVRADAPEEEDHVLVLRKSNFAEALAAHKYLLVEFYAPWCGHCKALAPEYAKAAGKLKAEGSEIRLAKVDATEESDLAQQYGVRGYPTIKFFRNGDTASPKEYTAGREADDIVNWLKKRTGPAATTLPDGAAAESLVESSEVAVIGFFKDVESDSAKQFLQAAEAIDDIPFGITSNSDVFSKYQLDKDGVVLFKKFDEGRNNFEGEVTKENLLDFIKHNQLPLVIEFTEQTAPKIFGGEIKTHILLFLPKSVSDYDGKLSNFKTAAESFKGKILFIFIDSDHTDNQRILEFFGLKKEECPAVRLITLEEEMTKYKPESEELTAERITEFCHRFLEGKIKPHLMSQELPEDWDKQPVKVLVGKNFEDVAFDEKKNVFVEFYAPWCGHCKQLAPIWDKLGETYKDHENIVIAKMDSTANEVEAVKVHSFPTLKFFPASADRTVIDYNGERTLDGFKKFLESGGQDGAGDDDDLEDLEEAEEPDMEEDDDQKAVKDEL
Exocytosis inh – lytic granule exocytosis inhibition | TALL-104 LAMP-1 surface exposure, flow cytometry; cells stimulated with thapsigargin and PMA | inhibition, % at 10 µM | 0.66% of 360,000 active | AID 651702;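 active = inhibition above about 55%, limit read from the data; inconclusive = no clear call, values can overlap the other calls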
Starred values were filed as active, the others as inactive; i = inactive; ? = inconclusive; · = no result given.

SMILES	ABCB6 inh MLPCN	N-glyco inh	Vif inh	Cardio protect	CaV13 FRET inh	iPSC survival up	aDG glyco up	m5-HT2A agonist	PDI inh	Exocytosis inh
CC1(C)CC2(C)OC(=N)C1(C#N)C2(C#N)C#N (centres undefined)	102	-11	-4	5	-3	-0.5	0.0	-4	-5	-6
O=C(Oc1c(CN2CCOCC2)cc(Cl)c2cccnc12)c1ccccc1Cl	236	-11	-6	23	-3	3.1	-0.3	-19	0	-1
COC(=O)c1cccc(C(=O)Nc2ccc(C)cc2)n1	101	-9	2	-5	-5	-1.2	0.0	-1	-1	1
Cc1cc2oc(C(=O)N(Cc3cccs3)C3CCS(=O)(=O)C3)cc(=O)c2cc1Cl (centres undefined)	99	1	2	13	-5	0.0	0.0	3	-4	-3
CCOC(=O)Nc1ccc(S(=O)(=O)NCc2ccccc2)cc1	95	-3	-7	-12	-8	-0.3	0.6	5	-5	-2
COc1ccc(Cl)cc1NC(=O)CN(C)C(=O)c1ccc(C)s1	95	2	-3	1	-6	-0.1	-0.1	-7	9	-2
CCc1nc2ccc(C(=O)N3CCN(S(=O)(=O)CC)CC3)cn2c1N(CC)CCOC	102	0	-3	-1	-5	4.3	0.5	7	2	6
CCCCc1c(-c2ccccc2OC)ncn1Cc1ccc(-c2ccccc2)cc1	124	·	·	·	-10	0.3	1.4	-5	·	42
COc1cccc(-c2nc3cc(C)ccc3o2)c1	94	·	·	-38	-5	-2.2	-0.1	-2	-7	-2
O=C(COc1coc(CN2CCc3ccccc3C2)cc1=O)Nc1ccccc1F	99	-3	-1	5	-15	2.0	0.0	4	-3	-5
Nn1c(SCc2nc3ccccc3[nH]2)nnc1-c1cccnc1	103	1	-2	3	-6	-1.0	0.1	4	6	-1
CN(C)C(=O)c1ccccc1Sc1cc(Cl)ccc1Cl	103	0	8	15	·	2.8	-0.2	2	-1	3

As a short view, part of the list above:
SMILES	ABCB6 inh MLPCN	N-glyco inh	Vif inh	Cardio protect	CaV13 FRET inh	iPSC survival up	aDG glyco up	m5-HT2A agonist	PDI inh	Exocytosis inh
O=C(Oc1c(CN2CCOCC2)cc(Cl)c2cccnc12)c1ccccc1Cl	236	-11	-6	23	-3	3.1	-0.3	-19	0	-1
COC(=O)c1cccc(C(=O)Nc2ccc(C)cc2)n1	101	-9	2	-5	-5	-1.2	0.0	-1	-1	1
Cc1cc2oc(C(=O)N(Cc3cccs3)C3CCS(=O)(=O)C3)cc(=O)c2cc1Cl (centres undefined)	99	1	2	13	-5	0.0	0.0	3	-4	-3

(more compounds)
SMILES	ABCB6 inh MLPCN	N-glyco inh	Vif inh	Cardio protect	CaV13 FRET inh	iPSC survival up	aDG glyco up	m5-HT2A agonist	PDI inh	Exocytosis inh
O=C(c1ccccc1Sc1ccc([N+](=O)[O-])cc1Cl)N1CCOCC1	107	-1	-1	3	-5	2.4	0.3	2	0	-13
CCN1C[C@@H]2[C@@H]3C(=O)N(Cc4ccccc4)C(=O)[C@@H]3[C@](CC)(C1=O)N2C(=O)c1ccc(Cl)c(Cl)c1	97	-1	2	2	·	-3.3	-0.1	2	0	-4
C=CCN1C(=O)CN=C1Nc1cc(C)ccc1C	100	0	-12	-6	-5	0.3	0.4	4	4	-1
CCOC(=O)Cc1csc(NC(=O)/C=C\c2ccccc2)n1	95	-1	-1	-6	-6	-3.3	0.3	-3	15	?
Cc1ccc(CNC(=O)c2ccc3c(c2)NC(=O)C(N2CCOCC2)S3)cc1 (centres undefined)	94	-1	-4	-10	-1	-0.1	0.2	4	-3	-2
Cc1cccc(C(=O)O/N=C(\c2ccccc2)c2cccnc2)c1	101	4	30	12	-6	-0.6	0.0	-4	-2	8
CNC(=S)/N=C/NOCc1ccc(Cl)cc1Cl	98	-2	-22	-16	6	1.5	3.0	2	1	4
COc1ccc(Br)cc1S(=O)(=O)NCCc1cccs1	97	1	-3	-5	-6	-0.5	-0.3	2	4	7
COC(=O)CN1C(CN2CCOCC2)=Nc2ccc(Br)cc2C1c1ccccc1 (centres undefined)	96	0	2	9	-20	-0.5	0.2	-1	-5	11
C=CCSC1=N/C(=C\c2cc(OCC)c(OC(C)=O)c([N+](=O)[O-])c2)C(=O)S1	101	4	9	-14	-5	2.6	0.0	-1	-5	0
O=C(CCCN1C(=O)S/C(=C/C=C/c2ccccc2)C1=O)Nc1ccc(C(=O)O)cc1	102	2	13	18	·	-0.3	0.3	-3	1	-21
CC(=O)N1CCC(=NNc2ncc(C(F)(F)F)cc2Cl)CC1	97	-1	-1	9	2	-0.4	-0.2	-6	9	0
O=Nc1c(-c2ccccc2)n(O)[n+]([O-])c1-c1ccccc1	99	2	-3	2	-7	-0.8	-0.1	2	0	-2
Cc1cc(NC(=O)CSc2nnc(C3CC3)n2-c2ccccc2)no1	97	2	3	2	-3	-2.0	-0.2	-4	-7	1
CN(C)CCOC(=O)C12CC3(C)CC(C)(CC(C)(C3)C1)C2	102	-5	18	18	-8	0.7	0.0	-6	2	0
Nc1ncn(CC(=O)c2ccccc2)n1	98	1	2	3	-9	0.6	0.4	-1	-4	2
Cc1nc(SCC(=O)c2ccc(Cl)cc2)c([N+](=O)[O-])[nH]1	92	2	-2	-2	-6	-1.6	-0.2	4	2	-2
C=CCNC(=O)c1ccc2nc(Cc3ccc(OC)cc3)oc2c1	96	-4	-3	1	0	0.4	0.1	-3	6	-8
COc1ccc(C(=O)N(Cc2ccccc2)Cc2cc3cc4c(cc3[nH]c2=O)OCCO4)cc1	99	23	3	8	-8	-0.5	-0.4	-2	-6	8
COc1c(Cl)cc(C(=O)NN)cc1Cl	98	3	-2	2	-18	0.1	-0.1	5	-4	1
COC(=O)CCN1CCN(S(=O)(=O)c2ccc3c(c2)OCCO3)CC1	98	2	30	1	-6	-2.7	-0.2	-5	-11	4
COc1ccc(S(=O)(=O)N2CCOCC2)cc1NC(=O)COc1ccc2ccc(=O)oc2c1	96	-1	1	36	-6	4.5	-0.2	-7	1	1
O=C(NCc1cccnc1)c1ccccc1-c1nc(-c2ccccc2)no1	96	1	4	-1	-4	0.8	-0.2	1	2	0
C[C@H](NC(=O)[C@@H]1Cc2ccccc2CN1C(=O)OC(C)(C)C)C(=O)NCC1CCCO1 (some centres undefined)	100	1	7	-1	-3	1.9	-0.3	-2	-12	5
O=S(=O)(Nc1ccc(Cc2ccncc2)cc1)c1cccs1	104	-1	10	-8	-9	-0.5	0.2	-4	-4	-2
COc1ccc(CCNC(=O)c2cc([N+](=O)[O-])ccc2N2CCOCC2)cc1	102	9	-3	2	-6	0.6	-0.2	7	6	-3
CCSc1nc2nn(-c3ccccc3)c(=O)c-2c2n1CCCCC2	86	4	-3	17	-5	12	-0.1	-1	6	-3
COc1ccc(Cn2nnnc2C(c2ccc(N(C)C)cc2)N2CCC(C)CC2)cc1 (centres undefined)	95	-2	11	-18	·	-0.7	0.1	0	-1	10
COc1ccc(/C=C2\CCCC3C2=NN(C(=O)c2scnc2C)C3c2ccc(OC)cc2)cc1 (centres undefined)	97	-11	3	1	-7	-0.6	-0.2	2	1	2
Cc1ccc(-c2nn(C)c(=O)c3ccccc23)cc1CNS(C)(=O)=O	100	4	5	-1	-5	2.2	0.0	0	5	-7
O=C(CN1C(=O)c2ccccc2C1=O)NC1CCC(O)CC1 (centres undefined)	97	0	17	4	-15	1.9	-0.2	2	-1	0
c1ccc(-c2nc(NCCCn3ccnc3)c3ccccc3n2)cc1	96	-1	2	21	-2	-3.2	0.0	13	7	18
O=C(CNc1ccccc1)N/N=C/c1c[nH]c2ccccc12	i	8	·	7	-5	-1.1	0.0	-1	16	4
Cc1ccc(SCC(=O)Nc2ccc(N3CCN(C)CC3)c(F)c2)cc1	98	-5	5	-1	-4	-1.0	0.2	-7	-6	2
CSc1ncccc1C(=O)N1CCC1(C)C(=O)NC(C)C (centres undefined)	178	0	·	2	-5	-1.3	-0.3	6	-5	-7
CN(C(=O)CSc1ncnc2sccc12)C1CCS(=O)(=O)C1 (centres undefined)	91	1	-4	1	-18	0.1	0.0	0	6	10
Cc1nc2c3cc(F)ccc3n(Cc3ccc(F)cc3)c2s1	80	23	-4	-9	-15	0.5	0.0	-5	7	14
CC1(C(=O)NS(=O)(=O)c2cccc(F)c2)CCN1C(=O)Cc1cccs1 (centres undefined)	100	1	-6	5	-14	0.9	0.1	5	26	0
CCOc1ccccc1N(CC(=O)Nc1ccccc1C(=O)O)S(C)(=O)=O	95	2	-5	1	·	4.3	-0.1	3	5	0
CN1CCN(CCOc2cccc(Cl)c2)CC1	97	0	·	11	3	-1.2	-0.3	-8	-4	7
O=C(O)C1CC=CCC1C(=O)NCCCN1CCCC1=O (centres undefined)	96	3	-6	0	-6	2.3	-0.2	-3	18	-1
CN1CCCC(OC(=O)c2cccc(Br)c2)C1 (centres undefined)	101	-5	-9	2	-20	-0.1	-0.1	-6	2	3
COc1ccccc1/C(C)=N/NC(=S)NCc1ccccc1	100	-3	-1	-8	-2	0.7	0.3	-1	-2	0
Fc1ccc(NCc2cn3ccccc3n2)cc1	121	5	17	-1	·	-1.8	0.3	1	-2	0
CC(/C=C/c1ccccc1)=N/O	93	-3	17	-7	·	0.0	0.2	-3	1	-2
CCOc1ccc(NC(=O)Cc2ccccc2)c([N+](=O)[O-])c1	102	-1	3	1	-5	1.6	-0.2	-2	-9	4
Cc1ccc(C(=O)Nc2cccc(S(=O)(=O)N3CCOCC3)c2)cc1[N+](=O)[O-]	94	-3	-3	1	-14	-0.4	-0.1	-4	9	2
COc1ccc(OC2CCN(S(=O)(=O)c3ccccc3)CC2)cc1	96	-3	-15	-7	-4	0.0	0.0	-1	2	2
O=C(O)/C(=C\c1ccc2ccccc2c1)c1cccc2ccccc12	94	0	-4	-3	-11	0.0	0.0	-1	-5	2
Cc1nc2ccccn2c1C(=O)CSc1ccccc1	95	-5	3	-7	-4	-2.8	0.3	1	-3	0
Cc1ccccc1OCCOC(=O)c1cc(S(=O)(=O)N2CCCCC2)ccc1N1CCOCC1	95	-4	-31	-18	-15	2.0	2.0	-14	3	1
COc1ccccc1/C=N/NC(=O)CC(=O)NC1CCCCC1	94	1	-9	-1	2	0.8	-0.1	-3	-1	-6
COc1ccccc1Cc1c(-c2cccc(Br)c2)nc2ccc(Cl)cn12	99	-3	·	-5	-5	1.0	0.1	-6	·	-6
Cc1cc(C)n(-c2nnc(NC(C)(C)C)nn2)n1	97	-1	10	-7	-15	0.6	-0.1	-3	9	-2
Nc1nnc(CC2=CCCCC2)s1	92	0	-2	-3	-4	-2.5	0.0	1	0	-1
CC(=O)N1c2ccc(S(=O)(=O)NCC3CCC(C(=O)N(C)Cc4ccccc4)CC3)cc2CC1C (centres undefined)	95	0	-7	-7	-3	0.2	0.8	3	-3	3
CCOC(=O)/C(=C/c1ccc(OC)cc1)NC(=O)c1ccco1	93	1	3	-2	-6	-3.0	-0.1	4	-2	-6
CC1=C(C(=O)OC2CCC(C)CC2)C(c2ccc(O)c([N+](=O)[O-])c2)NC(=O)N1 (centres undefined)	100	0	-3	3	-2	0.0	-0.2	3	-4	3
CCCCNC(=O)CCCn1c(=S)[nH]c2cc3c(cc2c1=O)OCO3	99	4	-2	0	-4	2.3	0.0	4	-6	0

Compound activity as filed in PubChem.
